Screens (PubChem BioAssay)
STK33 inh: human STK33 kinase inhibition; Q9BYT3; ADP-Glo luminescence, MBP substrate; 27,000 compounds, 0.44% hits; inhibition, % at 12.5 µM; in the data active = inhibition above about 20%
Target sequence (Q9BYT3 whole entry, looked up): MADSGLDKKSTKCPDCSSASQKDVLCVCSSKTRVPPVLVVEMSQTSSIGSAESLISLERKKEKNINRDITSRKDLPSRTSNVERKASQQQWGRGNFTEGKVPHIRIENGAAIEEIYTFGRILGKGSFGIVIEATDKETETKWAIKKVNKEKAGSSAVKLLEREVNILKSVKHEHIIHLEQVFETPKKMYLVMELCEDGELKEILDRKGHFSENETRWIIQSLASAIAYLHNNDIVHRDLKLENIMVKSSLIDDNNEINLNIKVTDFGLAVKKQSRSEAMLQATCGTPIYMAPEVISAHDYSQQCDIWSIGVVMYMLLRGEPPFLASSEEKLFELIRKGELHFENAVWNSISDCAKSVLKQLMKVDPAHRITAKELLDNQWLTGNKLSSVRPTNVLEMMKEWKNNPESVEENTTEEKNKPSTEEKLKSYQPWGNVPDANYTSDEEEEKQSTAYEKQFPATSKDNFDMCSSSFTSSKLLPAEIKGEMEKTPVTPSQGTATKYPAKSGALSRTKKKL
mut p53 react: re-activators of the mutant p53 pathway | activation, % at 9.98 µM | 28,000 compounds, 1.5% hits | AID 624151 | SW480 PUMA-promoter luciferase, p53 mutant reactivation; in the data active = activation above about 52%
* hit, by the source's call; nt = not tested or not shown. An excerpt; rates above refer to the full screens.

SMILES	STK33 inh	mut p53 react
N#CCCCN1C(=O)C(O)(CC(=O)c2ccc(Br)s2)c2ccccc21 (configuration not stated)	-1.5	-5.8
CCCCCCCC(=O)CCc1ccc(O)c(OC)c1	-2.2	nt
C[C@@H]1CN([C@@H](C)CO)C(=O)Cc2cc(NC(=O)CCCN(C)C)ccc2O[C@H]1CN(C)C(=O)Nc1ccc(F)cc1	nt	5.2
Cc1ccc(-c2cnc3c(c2)C(=O)N([C@H](C)CO)C[C@@H](C)[C@@H](CN(C)C)O3)cc1	nt	2.8
Cc1ccc(C)c(OCCNS(=O)(=O)c2cc([N+](=O)[O-])ccc2C)c1	-4.1	-10.3
C[C@@H]1CN([C@@H](C)CO)S(=O)(=O)c2ccc(-c3cccc(C#N)c3)cc2O[C@@H]1CN(C)C(=O)c1cccnc1	nt	-5.6
C[C@H]1CN([C@@H](C)CO)C(=O)c2cc(NC(=O)Nc3ccc(C(F)(F)F)cc3)ccc2O[C@@H]1CN(C)Cc1ccccc1	0.4	nt
C=C[C@H]1C(O[C@@H]2O[C@H](CO)[C@@H](O)[C@H](O)[C@H]2O)OC=C2C(=O)N3CCc4c([nH]c5ccccc45)[C@H]3C[C@H]21 (some centres not stated)	5.6	-0.5
NN(CCO)C(=S)NCc1ccc(Cl)cc1	nt	1.8
Cc1c(Br)ccc(NC(=O)CSc2nnc(-c3ccc(Cl)cc3)n2C)c1C	2.2	106.7*
C[C@H](CO)N1C[C@H](C)[C@H](CN(C)Cc2ccncc2)Oc2ccc(NC(=O)C3CCCCC3)cc2CC1=O	-0.3	nt
CCOc1cc(C(=O)O)cc(I)c1OCC(=O)O	4.7	-9.4
Cc1nc(C)c(C(=O)C2C(=O)C(=O)N(CCCN3CCOCC3)C2c2ccccc2)s1 (configuration not stated)	-3.7	6.1
C[C@@H]1CN([C@H](C)CO)C(=O)CCCn2nncc2CO[C@@H]1CN(C)S(=O)(=O)c1ccc(-n2cccn2)cc1	-1.2	nt
COC(=O)c1ccc(C(=O)OC)c(NC(=O)CSc2nc(C)cc(C)n2)c1	1.4	3.9
C[C@@H]1CN([C@H](C)CO)C(=O)c2cc(NC(=O)NC3CCCCC3)ccc2O[C@H]1CN(C)S(=O)(=O)c1cn(C)cn1	nt	1.4
COc1ccc(-c2cc(C(F)F)n3ncc(C(=O)Nc4cccc(NC(C)=O)c4)c3n2)cc1	0.1	-46.7
Cc1ccc(S(=O)(=O)Nc2ccc3c(c2)C(=O)N([C@H](C)CO)C[C@H](C)[C@@H](CN(C)Cc2ccc4c(c2)OCO4)OCCCC[C@@H](C)O3)cc1	-5.1	nt
C[C@H]1CN([C@@H](C)CO)C(=O)Cc2cc(N(C)C)ccc2O[C@H]1CN(C)Cc1ccncc1	nt	4.2
C[C@@H]1CN([C@H](C)CO)C(=O)Cc2cc(NC(=O)Cc3ccccc3)ccc2O[C@@H]1CN(C)Cc1ccc(C(=O)O)cc1	0.8	7.5

Whole records from above. Order of values: STK33 inh, mut p53 react
C[C@H]1CN([C@@H](C)CO)C(=O)c2cc(NC(=O)Nc3ccc(C(F)(F)F)cc3)ccc2O[C@@H]1CN(C)Cc1ccccc1 in the list: 0.4, nt
Cc1c(Br)ccc(NC(=O)CSc2nnc(-c3ccc(Cl)cc3)n2C)c1C in the list: 2.2, 106.7*
Cc1nc(C)c(C(=O)C2C(=O)C(=O)N(CCCN3CCOCC3)C2c2ccccc2)s1 (configuration not stated) in the list: -3.7, 6.1
NN(CCO)C(=S)NCc1ccc(Cl)cc1 in the list: nt, 1.8
C[C@@H]1CN([C@H](C)CO)C(=O)CCCn2nncc2CO[C@@H]1CN(C)S(=O)(=O)c1ccc(-n2cccn2)cc1 in the list: -1.2, nt

Returning to the listing, repeating the 3 entries before the break.
SMILES	STK33 inh	mut p53 react
Cc1ccc(S(=O)(=O)Nc2ccc3c(c2)C(=O)N([C@H](C)CO)C[C@H](C)[C@@H](CN(C)Cc2ccc4c(c2)OCO4)OCCCC[C@@H](C)O3)cc1	-5.1	nt
C[C@H]1CN([C@@H](C)CO)C(=O)Cc2cc(N(C)C)ccc2O[C@H]1CN(C)Cc1ccncc1	nt	4.2
C[C@@H]1CN([C@H](C)CO)C(=O)Cc2cc(NC(=O)Cc3ccccc3)ccc2O[C@@H]1CN(C)Cc1ccc(C(=O)O)cc1	0.8	7.5
C[C@H](CO)N1C[C@H](C)[C@H](CN(C)C(=O)Cc2ccccc2)OCc2cnnn2CCCC1=O	-0.1	nt
C[C@H]1CN([C@@H](C)CO)C(=O)c2cc(NC(=O)c3ccncc3)ccc2O[C@H]1CN(C)S(=O)(=O)c1ccccc1	2.4	nt
C[C@@H]1CCCCO[C@@H](CN(C)C(=O)CCC(F)(F)F)[C@@H](C)CN([C@@H](C)CO)C(=O)c2cc(NC(=O)Nc3ccc4c(c3)OCO4)ccc2O1	nt	4.0
Cc1ccc(NC(=O)C(C)Oc2ccc(Cl)cc2Cl)c([N+](=O)[O-])c1 (configuration not stated)	-0.2	77.0*
C[C@H]1CN([C@@H](C)CO)C(=O)Cc2cc(NC(=O)Cc3cn(C)c4ccccc34)ccc2O[C@@H]1CN(C)Cc1ccncc1	0.4	-9.3
C[C@@H]1CN([C@H](C)CO)C(=O)c2cccc(NC(=O)c3nc4ccccc4s3)c2O[C@H]1CN(C)C(=O)Nc1cccc2ccccc12	nt	-9.7
COc1ccc([C@H]2COc3c(ccc(O)c3OC)C2)c(OC)c1O	0.2	nt
CCc1nnc(NS(=O)(=O)c2ccc(NC(=O)c3ccc(F)cc3)cc2)s1	1.7	-1.1
C[C@H]1CN([C@@H](C)CO)C(=O)Cc2cc(NC(=O)CCC(F)(F)F)ccc2O[C@H]1CN(C)Cc1ccc(-c2ccccc2)cc1	-0.4	nt
C[C@H](O)C#Cc1ccc2c(c1)O[C@H](CN(C)Cc1ccncc1)[C@@H](C)CN([C@H](C)CO)S2(=O)=O	nt	0.3
COC(=O)c1ccccc1NC(=O)Cn1c(SC)c(F)cnc1=O	-0.7	9.0
CNC[C@H]1Oc2ccc(NC(=O)NC(C)C)cc2CC(=O)N([C@@H](C)CO)C[C@@H]1C	nt	4.0
C[C@@H]1CN([C@H](C)CO)C(=O)c2cc(NC(=O)Nc3ccc4c(c3)OCO4)ccc2O[C@@H]1CN(C)S(=O)(=O)c1ccc(F)cc1	nt	-54.3
COc1ccc(-c2noc(CN(C(C)C)S(=O)(=O)c3ccccc3)n2)cc1	5.2	1.9
COc1ccc(S(=O)(=O)N(C)CC(=O)Nc2ccccc2OC)cc1Cl	-1.9	7.3
C[C@H](CO)N1C[C@H](C)[C@@H](CN(C)C(=O)C2CCC2)Oc2ncc(-c3ccc(F)cc3)cc2C1=O	nt	-3.4
N#Cc1c(NC(=O)CSc2nnc3c(n2)[nH]c2ccccc23)sc2c1CCCC2	6.5	-11.7
C[C@H](CO)N1C[C@H](C)[C@H](CN(C)C(=O)Nc2cccc(F)c2)Oc2ncc(C3=CCCCC3)cc2C1=O	nt	-8.9
CN(C)CCC(C)(O)Cc1ccccc1 (configuration not stated)	nt	6.2
Cn1c(=O)c2c(ncn2CC(=O)Nc2ccncc2)n(C)c1=O	nt	3.9
C[C@@H]1CN([C@@H](C)CO)C(=O)CCCn2nncc2CO[C@@H]1CN(C)S(=O)(=O)c1cccc(F)c1	0.0	nt
C[C@H]1CN([C@@H](C)CO)S(=O)(=O)c2ccc(-c3cccc(C#N)c3)cc2O[C@H]1CN(C)Cc1ccccn1	nt	-7.6
C[C@@H]1CN([C@H](C)CO)C(=O)c2cc(NC(=O)Cn3cnnn3)ccc2O[C@@H]1CN(C)C(=O)NC1CCCCC1	nt	3.9
Cc1noc(C)c1S(=O)(=O)N(C)C[C@H]1Oc2ccc(NC(=O)NC3CCCCC3)cc2CC(=O)N([C@H](C)CO)C[C@H]1C	-0.9	nt
COc1ccc(S(=O)(=O)Nc2ccc3c(c2)C(=O)N([C@H](C)CO)C[C@@H](C)[C@H](CN(C)S(=O)(=O)c2cn(C)cn2)O3)cc1	nt	0.7
COc1ccc(S(=O)(=O)N(CC(=O)O)C2CCCCC2)cc1Cl	-2.0	-0.2
CNC[C@H]1Oc2ccc(NC(=O)C3CC3)cc2CC(=O)N([C@@H](C)CO)C[C@@H]1C	3.3	5.7
Oc1c(C(Nc2ccccn2)c2cccc(OC3CCCC3)c2)ccc2cccnc12 (configuration not stated)	3.9	-60.8
C[C@@H]1CN([C@H](C)CO)C(=O)CCCn2cc(nn2)CO[C@H]1CN(C)Cc1cccc2c1OCCCO2	10.2	2.6
COc1ccc(C)cc1NC(=O)CN(c1ccc(F)cc1)S(C)(=O)=O	-5.8	-0.5
COc1cc(/C=C/C(=O)CC(=O)/C=C/c2ccc(O)c(OC)c2)ccc1O	117.1*	nt
C[C@@H]1CN([C@H](C)CO)C(=O)c2cccc(NC(=O)Nc3cccc4ccccc34)c2O[C@@H]1CN(C)C(=O)Nc1ccc(F)cc1	nt	-17.7
CN1C(=O)N(c2ccc(Cl)cc2)C(C)(O)CC1(C)C (configuration not stated)	-1.0	nt
C[C@H](CO)N1C[C@H](C)[C@H](CN(C)S(=O)(=O)c2ccccc2)Oc2ccc(NC(=O)C3CCCCC3)cc2CC1=O	3.7	nt
COc1ccc(S(=O)(=O)Nc2ccc3c(c2)CC(=O)N([C@H](C)CO)C[C@H](C)[C@H](CN(C)C(=O)NC(C)C)O3)cc1	-0.8	nt
O=C(CSc1nc2sc3c(c2c(=O)n1C1CCCCC1)CCCC3)Nc1ccccc1	0.3	-2.8
C[C@@H]1CN([C@@H](C)CO)C(=O)c2cc(NS(=O)(=O)c3ccccc3)ccc2O[C@@H](C)CCCCO[C@H]1CN(C)C(=O)Nc1ccc(C(F)(F)F)cc1	nt	-17.7
CCOc1ccccc1Nc1nc(N)nc(CN2CCCCC2C)n1 (configuration not stated)	-2.3	0.3
C[C@H](CO)N1C[C@H](C)[C@H](CN(C)Cc2ccc3c(c2)OCO3)Oc2ccc(NC(=O)c3ccncc3)cc2CC1=O	-2.0	nt
O=C(CSc1nnc(-c2ccccc2O)n1-c1ccccc1)Nc1ccc(Cl)c(C(=O)O)c1	-7.1	3.2
C[C@@H]1CN([C@H](C)CO)C(=O)c2cccc(NC(=O)C3CCOCC3)c2O[C@@H]1CN(C)C(=O)Nc1ccc2c(c1)OCO2	nt	0.6
COc1ccc(-c2ccc3c(c2)O[C@H](CN(C)CC2CCOCC2)[C@@H](C)CN([C@@H](C)CO)S3(=O)=O)cc1	nt	-21.1
C[C@@H]1CN([C@@H](C)CO)C(=O)c2cc(NC(=O)Cc3ccccc3)ccc2O[C@@H]1CN(C)Cc1ccc(-c2ccccc2)cc1	1.3	nt
COc1ccc(C#Cc2ccc3c(c2)[C@]2(C(=O)N3)[C@H](C(=O)N3CCN(c4ncccn4)CC3)[C@H]3C(=O)O[C@H](c4ccccc4)[C@H](c4ccccc4)N3[C@@H]2c2ccc(OCCO)cc2)cc1	14.0	nt
CC(NS(=O)(=O)c1ccccc1)C(=O)Nc1ccc(Cl)c(C(F)(F)F)c1 (configuration not stated)	-2.2	6.3
CCC(Sc1ccccn1)C(=O)Nc1cccc([N+](=O)[O-])c1 (configuration not stated)	0.4	-13.3
C[C@H]1CN([C@@H](C)CO)C(=O)Cc2cc(NC(=O)Cc3cn(C)c4ccccc34)ccc2O[C@@H]1CN(C)C	8.6	nt
CC(=O)c1ccc(NC(=O)CNS(=O)(=O)c2cccc(Cl)c2)cc1	-0.7	68.1*
C[C@H](CO)N1C[C@H](C)[C@H](CN(C)S(=O)(=O)c2cn(C)cn2)Oc2c(NS(=O)(=O)c3cn(C)cn3)cccc2C1=O	nt	5.8
C[C@@H]1CN([C@@H](C)CO)C(=O)Cc2cc(NC(=O)Cn3cnnn3)ccc2O[C@@H]1CN(C)C(=O)Nc1ccc(C(F)(F)F)cc1	2.2	nt
COc1ccc(NC(=O)Nc2ccc3c(c2)CC(=O)N([C@@H](C)CO)C[C@@H](C)[C@@H](CN(C)S(=O)(=O)c2ccc(OC)cc2)O3)cc1	-3.7	nt
CC(C)c1ccc2c(c1)CCC1[C@](C)(C(=O)O)CCC[C@]21C (some centres not stated)	-5.6	19.9
COc1cc(/C=C/C=O)cc(OC)c1OC	4.7	nt
COc1ccc(S(=O)(=O)N(C)CC(=O)Nc2ccccc2Br)cc1C	1.6	-2.9
Cc1cc(C(F)(F)F)nc(SCC(=O)N2c3ccccc3Sc3ccccc32)n1	5.3	-0.7
CS(=O)(=O)N(CC(=O)Nc1cccc([N+](=O)[O-])c1)Cc1ccc(Cl)cc1	0.2	-0.7
CCC(Sc1nncn1C)C(=O)Nc1ccc([N+](=O)[O-])cc1 (configuration not stated)	-1.5	-8.6
O=C(CSc1nc2ccccc2c(=O)[nH]1)Nc1ccc2c(c1)OCCO2	0.3	30.5
C[C@@H]1CN([C@H](C)CO)S(=O)(=O)c2ccc(C#C[C@@H](C)O)cc2O[C@H]1CN(C)C(=O)CC1CC1	nt	0.3
C[C@H](CO)N1C[C@H](C)[C@@H](CN(C)C)Oc2cc(C#Cc3ccccc3)ccc2S1(=O)=O	nt	-9.5
Other compounds
SMILES	STK33 inh	mut p53 react
CN(C)CC#Cc1cncc(C(=O)NN)c1	nt	-0.8
O=C1O[C@H](c2ccccc2)[C@H](c2ccccc2)N2[C@H]1[C@@H](C(=O)O)[C@]1(C(=O)Nc3ccc(C#CC4(O)CCCCCC4)cc31)[C@H]2c1ccccc1OCCO	12.5	nt
COc1ccc(NC(=O)N(C)C[C@H]2Oc3ccc(NC(=O)Nc4ccc(F)cc4)cc3CC(=O)N([C@H](C)CO)C[C@H]2C)cc1	0.1	nt
CCCC(NS(=O)(=O)c1ccc(C)cc1)C(=O)O (configuration not stated)	-7.0	1.8
Cc1noc(C)c1S(=O)(=O)N(C)C[C@@H]1OCCCC[C@H](C)Oc2ccc(N(C)C)cc2C(=O)N([C@H](C)CO)C[C@H]1C	nt	-4.4
CNc1nc(OCC#N)nc(N2CCCCC2)n1	-3.3	-11.6
CCC(=O)N(C)C[C@@H]1Oc2cc(-c3cccc(F)c3)ccc2S(=O)(=O)N([C@H](C)CO)C[C@H]1C	nt	6.9
O=c1c2c(nc3nc(NCc4cccc([N+](=O)[O-])c4)[nH]n13)CCC2	1.1	-0.4
COc1cc2[nH]c(=S)n(CCCN3CCOCC3)c(=O)c2cc1OC	2.4	2.3
C[C@H]1CN([C@@H](C)CO)C(=O)c2cc(NC(=O)c3ccncc3)ccc2O[C@@H]1CN(C)S(C)(=O)=O	-9.3	nt
